NR3A LBD binder – binders of NR3A ligand-binding domain, primary screen, biophysical, differential scanning fluorimetry, uHTS | NR3A LBD differential scanning fluorimetry, Tm shift; 0% = protein alone, 100% = glycine-bound protein | 340,000 compounds, 2.5% hits | Tm shift relative to glycine control, % at 25 µM | Glutamate receptor ionotropic, NMDA 3A (GRIN3A) ligand-binding domain;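 active = melting temperature shift of at least 10% of the positive control shift, at one fixed dose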
SENP7 block – SENP7 protease inhibitors, primary screen, biochemical, luminescence, uHTS | 330,000 compounds, 1.5% hits | AID 434973, 2010 | inhibition, % at 5 µM | recombinant SENP7, Z-RLRGG-aminoluciferin luminescence, 40 min | Sentrin-specific protease 7 (Homo sapiens), Q9BQF6;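 active = inhibition above about 50% at the single test dose, limit read from the data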;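 also: plate controls were DMSO with enzyme for no effect and no enzyme buffer wells for full effect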
Target sequence (Q9BQF6 706-1050 limits assumed): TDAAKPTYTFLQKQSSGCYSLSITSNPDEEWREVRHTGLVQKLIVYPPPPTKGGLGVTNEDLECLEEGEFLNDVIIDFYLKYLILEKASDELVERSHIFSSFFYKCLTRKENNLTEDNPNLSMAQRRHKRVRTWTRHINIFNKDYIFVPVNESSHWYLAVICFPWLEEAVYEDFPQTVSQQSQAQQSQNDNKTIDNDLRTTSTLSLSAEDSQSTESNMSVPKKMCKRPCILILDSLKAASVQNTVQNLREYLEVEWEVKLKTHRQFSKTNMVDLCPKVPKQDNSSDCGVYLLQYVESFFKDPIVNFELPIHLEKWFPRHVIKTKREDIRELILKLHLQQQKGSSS
SENP8 block – human SENP8 protease inhibitors, primary screen, biochemical, fluorescence, Nedd8 protein substrate, uHTS; AID 602440, 2012; inhibition, % at 20 µM; 360,000 compounds, 0.64% hits; recombinant SENP8; Sentrin-specific protease 8 (Homo sapiens), Q96LD8; in the data active = inhibition mostly above about 40%, no sharp cut-off; inactive = mostly below about 27%
Target sequence (Q96LD8 whole entry, looked up): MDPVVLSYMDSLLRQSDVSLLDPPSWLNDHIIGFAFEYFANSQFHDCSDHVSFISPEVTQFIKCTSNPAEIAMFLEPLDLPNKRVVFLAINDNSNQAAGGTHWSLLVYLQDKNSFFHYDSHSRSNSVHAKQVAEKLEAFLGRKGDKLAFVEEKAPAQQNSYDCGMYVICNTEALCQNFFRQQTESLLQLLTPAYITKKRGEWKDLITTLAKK
PfGluPho inh – PfG6PD enzyme inhibitors, primary screen, biochemical, fluorescence intensity, uHTS; PfGluPho enzyme, NADPH resazurin-diaphorase fluorescence; inhibition, % at 20 µM; 350,000 compounds, 0.78% hits; AID 504690, 2011;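 active = inhibition reaching at least a set limit at 20 µM in the primary screen, cut at about 59% in these data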;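 also: 0% = DMSO wells with substrate and 100% = DMSO wells lacking glucose-6-phosphate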
SENP6 block – SENP6 protease inhibitors, primary screen, biochemical, luminescence, uHTS; 330,000 compounds, 1.8% hits; inhibition, % at 10 µM; Recombinant SENP6 catalytic domain, aminoluciferin luminescence; Sentrin-specific protease 6 (Homo sapiens), Q9GZR1;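 active = inhibition above about 50% at the single tested dose, limit read from the data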;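 also: plate controls were DMSO wells with enzyme for no effect and DMSO wells lacking enzyme for full effect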
Target sequence (Q9GZR1 628-1112 limits assumed): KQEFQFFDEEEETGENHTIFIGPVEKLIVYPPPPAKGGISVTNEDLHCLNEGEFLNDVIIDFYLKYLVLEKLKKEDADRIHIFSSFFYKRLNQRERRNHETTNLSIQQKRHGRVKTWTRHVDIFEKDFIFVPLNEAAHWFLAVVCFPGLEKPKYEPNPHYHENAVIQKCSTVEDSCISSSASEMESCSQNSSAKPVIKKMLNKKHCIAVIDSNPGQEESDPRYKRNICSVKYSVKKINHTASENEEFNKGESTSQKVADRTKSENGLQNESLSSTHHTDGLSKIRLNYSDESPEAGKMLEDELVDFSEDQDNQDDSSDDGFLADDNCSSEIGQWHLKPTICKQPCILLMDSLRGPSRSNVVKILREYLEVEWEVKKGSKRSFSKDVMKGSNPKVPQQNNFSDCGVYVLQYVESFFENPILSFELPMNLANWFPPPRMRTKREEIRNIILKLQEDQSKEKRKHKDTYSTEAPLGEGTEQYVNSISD
HKDC1 inh – HKDC1 hexokinase inhibitors, primary screen, biochemical, fluorescence, uHTS; recombinant HKDC1, G6PDH/diaphorase resazurin coupled fluorescence; inhibition, % at 20 µM; 340,000 compounds, 0.16% hits; AID 493160, 2011;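 active = inhibition above about 35% when tested at 20 µM, limit read from the data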;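 also: plate controls were DMSO wells with enzyme for no effect and DMSO wells lacking enzyme for full effect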
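Assay system – recombinant HKDC1 (HK5) hexokinase enzyme, produced in-house · Input – HKDC1 at 5 µg/mL · Reagent – glucose plus 1 mM ATP as hexokinase substrates · Timing – 90 min reaction incubation at room temperature, dark · Measured by – G6PDH/diaphorase-coupled fluorescence, 1 mM NADP, 100 µM resazurin, 525/613 nm · Benchmarks – DMSO-enzyme wells negative, buffer-substituted wells positive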
MPTP inh – mitochondrial permeability transition pore inhibitors, primary screen, biochemical, isolated mouse mitochondria, absorbance | Ca2+ swelling absorbance, 30 min | AID 602449, 2012 | inhibition, % at 10 µM | 360,000 compounds, 1.4% hits;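 active = inhibition of 50% or more, scaled per plate between neutral and stimulator controls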;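 also: 0% = DMSO wells given calcium and 100% = 1 mM EGTA wells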
ATG4B inh – ATG4B protease inhibitors, primary screen, biochemical, fluorescence, uHTS; ATG4B cleavage of LC3-PLA2, NBD-HPC fluorescence, 1 h; Cysteine protease ATG4B (Homo sapiens), Q9Y4P1; AID 504462, 2011; inhibition, % at 8.33 µM; 340,000 compounds, 0.51% hits; in the data active = inhibition above about 40%
* hit, by the source's call; . = no result given; & = joins results of further samples.

SMILES	NR3A LBD binder	SENP7 block	SENP8 block	PfGluPho inh	SENP6 block	HKDC1 inh	MPTP inh	ATG4B inh
C=C(C)COc1ccc(-c2nc(N)ncc2Oc2ccccc2OC)c(O)c1	-11	4	18	30	2	1	0.4	-4
CN(C)C(=O)C1OC(C)(C)OC1C(=O)N(C)C (stereo not drawn)	-4	6	9	-2	-19	-13	2.1	-10
CC(C)CNC(=O)C1CCN(c2ccc(S(=O)(=O)N3CCOCC3)cc2Cl)CC1	0	3	3	-7	1	-2	-0.9	2
Cc1cc(OC(=O)c2ccco2)c2c(C)cc(=O)oc2c1	2	8	-5	0	-9	-1	-1.1	-2
COc1ccc(NC(=O)CC2C(=O)N(Cc3cccs3)C(=S)N2C(C)C)cc1 (stereo not drawn)	-5	6	22	-5	-5	2	2.9	-3
O/N=C(/CCc1ccccc1)C1(O)CCCCC1	-1	7	10	-5	-16	-7	0.3	-6
CCCNC(=O)c1cccc(Cn2nc(C)c(Br)c2C)c1	-3	3	20	-11	-7	-6	1.3	6
Cc1ccc(F)cc1NC(=O)C1C2CCC(O2)C1C(=O)O (stereo not drawn)	0	10	21	3	-16	2	-0.1	-3
CCCCCC(=O)N1CCN(CCN=CC2=C(O)CC(c3ccc(OC)c(OC)c3)CC2=O)CC1 (stereo not drawn)	0&1	0	11&12	6&-20	7	3&-5	-1.9&3.7	-1&7
CCN(CC)S(=O)(=O)c1ccc2c(c1)nc(-c1ccccn1)n2C	-3	4	-2	-5	-13	-9	-0.8	-4
NS(=O)(=O)c1ccc(CNC(=O)CCCSc2ccccc2)cc1	-3	1	9	-4	-11	-7	1.1	-9
C=CCc1c(OC(C)=O)c2ccccc2n(C)c1=O	5	2	-15	-6	-8	-10	-0.1	8
CC1CN(S(=O)(=O)c2cccc(C(=O)N3CCC(C(N)=O)CC3)c2)CC(C)O1 (stereo not drawn)	-1	-1	-4	-4	14	-6	-0.3	-2
CC(C)(C)C(CN1CCCC1)OC(=O)c1ccccc1 (stereo not drawn)	1	2	9	5	9	-4	0.8	0
O=C(CSc1nc(=O)n(CCCN2CCOCC2)c2c1CCCC2)Nc1ccc(F)cc1	2	-1	5	-2	8	-3	-1.9	-2
CCOC(=O)c1cc2sccc2n1CC(=O)OC(C)C	1	-3	4	12	13	-12	-0.3	-1
N#Cc1ccc(OCC(=O)NNC(=O)C2CCCCC2)cc1	0	6	10	-24	-4	-4	-0.3	0
Cc1cc(C)nc(SCC(=O)O)n1	1	7	26	-12	-4	-7	-0.2	-4
CCN(Cc1ccccc1)C(=O)COc1cc(=O)n(CC)c2ccccc12	0	-5	1	-7	-10	-1	1.3	-10
CC(=O)c1ccc(OCc2cc(C(=O)NCCn3nc(C)cc3C)no2)cc1	-1	6	2	-10	5	3	1.2	-4
Cc1cccc(-n2c(-c3ccncc3)n[nH]c2=S)c1C	-7	3	-23	50	-9	1	-1.1	5
O=C(O)c1cccc(CSc2ncccn2)c1	5	1	8	-3	-4	3	-0.3	-6
CCN(CC)S(=O)(=O)c1ccc2c(c1)nc(SCC(=O)N1CCCCCC1)n2-c1ccc(OC)cc1	-2	-1	32	14	10	2	0.2	2
COC(=O)[C@@]12CCCCN1[C@H](c1ccc(-c3ccc(F)cc3)cc1)[C@H]1C(=O)N(C)C(=O)[C@H]12	-2	5	15	18	0	1	-2.0	-7
CC(C)(C)C(=O)NC(=S)Nc1ccc(Cc2ccncc2)cc1	-1	-10	6	4	9	-5	7.3	-5

The list goes on, overlapping the part above by 5 compounds.
SMILES	NR3A LBD binder	SENP7 block	SENP8 block	PfGluPho inh	SENP6 block	HKDC1 inh	MPTP inh	ATG4B inh
Cc1cccc(-n2c(-c3ccncc3)n[nH]c2=S)c1C	-7	3	-23	50	-9	1	-1.1	5
O=C(O)c1cccc(CSc2ncccn2)c1	5	1	8	-3	-4	3	-0.3	-6
CCN(CC)S(=O)(=O)c1ccc2c(c1)nc(SCC(=O)N1CCCCCC1)n2-c1ccc(OC)cc1	-2	-1	32	14	10	2	0.2	2
COC(=O)[C@@]12CCCCN1[C@H](c1ccc(-c3ccc(F)cc3)cc1)[C@H]1C(=O)N(C)C(=O)[C@H]12	-2	5	15	18	0	1	-2.0	-7
CC(C)(C)C(=O)NC(=S)Nc1ccc(Cc2ccncc2)cc1	-1	-10	6	4	9	-5	7.3	-5
Cc1cc(/C=N/N2CCN(C)CC2)c(C)n1-c1ccc(Cl)cc1	0	5	31	11	-12	-1	0.5	-10
CC(=O)c1nnn(-c2ccc(Cl)cc2C#N)c1C	3	6	14	-6	-4	-4	-0.5	3
Cc1ccc(S(=O)(=O)N2[C@@H](c3ccc(Br)cc3)C(C(=O)O)=CC[C@H]2c2ccc(Cl)cc2)cc1	-11	4	-1	-12	24	12	0.0	26
COc1ccccc1C(C[N+](=O)[O-])c1c(N)n(C)c(=O)n(C)c1=O (stereo not drawn)	2	0	17	-18	7	-1	2.5	2
Cc1nc(N)sc1-c1nnc(SCC(=O)Nc2nccs2)n1C	0	5	21	9	-2	3	-0.1	-11
CC(C)C(=O)Nc1cccc(C(=O)Nc2ccc3c(c2)OCO3)c1	-22	34	-1	8	34	3	-1.8	1
CCOC(=O)C1(C)C=C(Nc2ccc(OC)cc2)C(=O)N1c1ccc(OC)cc1 (stereo not drawn)	1	-3	-324	-11	-7	-14	0.4	38
CC(C)C[C@H]1CNC(=S)N1CC1CCCN1C[C@H](Cc1ccccc1)N1C[C@H](Cc2ccc(O)cc2)N(CC2CCCCC2)C1=S (stereo partly drawn)	8	.	-4	23	.	2	1.4	.
COc1cccc(OCc2cc(/C=N/NC(=O)c3ccn[nH]3)ccc2OC)c1	-7	0	0	12	4	3	-3.8	-19
CCC(C)c1ccccc1NC(=O)C(C)N(C)Cc1cccc(OC)c1 (stereo not drawn)	0	8	2	11	-8	-1	9.4	8
Cc1onc(-c2c(Cl)cccc2Cl)c1C(=O)NCc1ccc(S(N)(=O)=O)cc1	2	-12	23	-30	-18	-1	0.4	1
CCOc1ccc2nc(SCC(=O)NC(=O)C(C)C)sc2c1	-2	.	-12	5	.	-2	-0.9	-11
CC(C)c1ccc(NC(=O)COc2ccccc2)cc1	2	-5	6	29	14	-5	-0.2	0
CN(CC(=O)Nc1ccc(Cl)cc1)C(=O)CCc1ccccc1	5	2	11	11	6	-2	1.0	-12
Cc1cc(C)c2c(c1)OC(=O)CC2c1ccccc1C (stereo not drawn)	6	3	6	12	.	0	0.6	-3
CCOC(=O)c1c(NC(=O)Cn2cnc([N+](=O)[O-])n2)sc2c1CCC(C)C2 (stereo not drawn)	5	1	3	-2	-10	-1	4.8	2
Cc1cccc(C(=O)NCC(c2ccco2)N(C)C)c1 (stereo not drawn)	1	1	-14	-17	2	1	-0.2	0
CCOc1ccc(CCNC(=O)c2nn(C)c3c2CS(=O)(=O)c2ccccc2-3)cc1	-1	2	10	-5	3	-4	-0.2	1
O=C1CCCN1CC(O)CS(=O)(=O)Cc1ccc(Cl)c(Cl)c1 (stereo not drawn)	1	2	11	4	-6	0	-0.1	-5
c1cncc(-c2ccc3ncnc(NCc4cccs4)c3c2)c1	1	1	-197	7	2	0	1.7	7
CC1CCN(CC(=O)N2CCCc3c2c(=O)oc2ccc(OCc4ccccc4)cc32)CC1	1	0	-24	9	-19	-1	5.9	-6
O=C1C(Cl)=C(Nc2ccccc2)C(=O)c2ccccc21	1	.	-40	-17	.	-38	2.0	-1
CSc1nc2ccccc2cc1/C=C(\C#N)c1cccc(Cl)c1	3	-9	-356	23	-2	0	3.4	-7
O=C(Nc1ccc(F)cc1Cl)c1ccc2c(=O)n3c(nc2c1)CCCCC3	-3	-13	14	7	-19	-2	0.4	6
COc1ccc(NC(=O)CN(C)S(=O)(=O)c2ccc3[nH]c(=O)oc3c2)cc1	9	-4	6	-34	-40	-7	-0.4	1

Additional results follow.
SMILES	NR3A LBD binder	SENP7 block	SENP8 block	PfGluPho inh	SENP6 block	HKDC1 inh	MPTP inh	ATG4B inh
CCn1cc(Cl)c(C(=O)Nc2cccc(C(F)(F)F)c2)n1	0	6	13	9	15	-1	0.9	0
Cc1ccccc1C1c2[nH]c3ccccc3c2C[C@H]2C(=O)N(c3ccccc3C(=O)NCCN3CCOCC3)C(=O)N12 (stereo partly drawn)	-2	-4	-31	13	1	2	-0.6	-11
CCOc1nc(C)ccc1-c1noc(C)n1	1	0	-1	-1	-9	-9	-1.4	9
Cc1onc(-c2c(F)cccc2Cl)c1C(=O)NCc1ccco1	0	8	8	-10	-23	-7	-5.2	-4
O=C(CCSc1ccc(Cl)cc1)NN=C1CCCCCC1	2	5	1	-7	1	-8	-2.2	8
CCCCOCCCNC(=O)c1ccc(OC)cc1	0	-2	23	-8	-19	0	-0.9	2
O=C(O)c1cccc(N2C(=O)c3cccc4c(Cl)ccc(c34)C2=O)c1	-2	-1	-225	5	7	11	1.7	3
CCS(=O)(=O)n1c(Cc2cccs2)nc2ccccc21	8	-7	13	4	-1	-1	-1.2	-2
CCOc1ccc(NCc2nnc(SCC(=O)Nc3cc(C)on3)n2-c2ccccc2OC)cc1	0	2	38	5	-6	17	1.8	-2
CC(C)CCN1CCN(Cc2ccc(Sc3nncn3C)o2)CC1CCO (stereo not drawn)	1	-15	6	0	-14	-8	1.4	-4
CC1=CC(C)(C)N(C(=O)CSc2nncn2C)c2ccccc21	.	3	-1	16	8	4	-1.3	3
O=C(c1cc(-c2ccccc2)nc2ccccc12)N1CCN(c2ccccn2)CC1	-1	8	4	-6	8	1	-0.4	-10
COc1ccc2sc(-c3ccc(N(C)C)cc3)c(C#CCCO)c2c1	-5	8	-485	26	-8	2	3.0	-16
CSc1nnc(-c2ccc(C(F)(F)F)nc2C)o1	0	9	-8	-20	6	-5	0.6	8
O=C(NCCC1CCCCN1S(=O)(=O)c1ccc(Cl)cc1)C(=O)NCc1cccnc1 (stereo not drawn)	-2	-15	11	3	-8	1	-0.2	-9
C=CCNC(=O)COc1cc(C)cc(C)c1C	0	-5	7	7	-7	1	-3.7	-13
COc1ccc2[nH]c(C)c(CCNC(=S)Nc3ccccc3C)c2c1	-9	13	-2	3	1	-1	0.2	7
O=C(NCC(c1ccc(F)cc1)N1CCOCC1)c1ccc(Br)o1 (stereo not drawn)	3	-11	3	-6	-21	1	0.7	-4
O=[N+]([O-])c1cccnc1Oc1ccc(OCc2ccccc2)cc1	3	14	10	3	4	2	2.1	0
COc1ccc(OC)c(S(=O)(=O)Nc2c(C)nn(C)c2C)c1	0	-2	13	-2	-3	-3	-1.0	-59
O=C(C/C=N/OCc1ccccc1F)c1cnc(-c2ccc(Cl)cc2)s1	-3	-1	-37	9	12	-4	2.4	3
Cc1ccccc1-n1c(SCC(=O)c2c(N)n(C)c(=O)n(C)c2=O)nnc1-c1cccnc1	-1	-7	10	16	-1	-11	1.3	-15
CCn1cc(C(=O)N[C@@H](CCSC)C(=O)NCCOC)c(=O)c2cc3c(cc21)OCO3	0	-3	-42	-1	-2	-2	-1.0	-2
Cc1ccc(NC(=O)c2ccc(S(=O)(=O)NCc3ccco3)cc2)nc1	2	14	5	6	-15	-3	0.2	-10

A run of entries from the list above, as a working copy:
SMILES	NR3A LBD binder	SENP7 block	SENP8 block	PfGluPho inh	SENP6 block	HKDC1 inh	MPTP inh	ATG4B inh
CCn1cc(C(=O)N[C@@H](CCSC)C(=O)NCCOC)c(=O)c2cc3c(cc21)OCO3	0	-3	-42	-1	-2	-2	-1.0	-2
Cc1ccc(NC(=O)c2ccc(S(=O)(=O)NCc3ccco3)cc2)nc1	2	14	5	6	-15	-3	0.2	-10

High-throughput results: PubChem, Sanford-Burnham Center for Chemical Genomics
